# Screening data: PubChem, Broad Institute
# C2C12 statin – suppressors of simvastatin-induced myotoxicity in C2C12 myotubes. rescue of ATP level, % at 7.49 µM. hit rate 0.78% among 330,000. AID 602340. ATP luminescence, 48 h; scaled: DMSO 0, geranylgeraniol control 100;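 active = mean ATP rescue above about 67%, or every replicate alone reaching that limit, limit read from the data, passing the limit was not always enough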;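 note: myotubes were challenged with 10 µM simvastatin during compound exposure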
# ARNT TACC3 PPI – ARNT/TACC3 interaction disruption; Q9Y6A5; AlphaScreen His-ARNT PAS-B/GST-TACC3 binding, luminescence; TACC3 fragment carries E629A point mutation; inhibition, % at 9.99 µM; hit rate 0.66% among 390,000; AID 623870;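 active = mean inhibition of replicates at least 50% and at least half of replicates each reaching 50%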;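 note: 0% = complete ARNT plus TACC3 wells and 100% = ARNT alone without TACC3; many hits fall short of the cut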
# PglD DTNB – blocks C. jejuni PglD acetyltransferase activity; purified PglD enzyme, DTNB colorimetric CoA detection; inhibition, % at 12.5 µM; hit rate 0.098% among 360,000; AID 602405; in the data active = inhibition above about 16%, passing the limit was not always enough; note: strong numbers were not always called active
# Cneo AK release – causes C. neoformans cell lysis; adenylate kinase release luminescence, 4 h; normalised: neutral wells 0, clomiphene wells 100; lysis activity, % at 15 µM; hit rate 0.2% among 360,000; AID 651654;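 active = mean lysis activity across replicates of at least 80%, whatever share of replicates individually reach that level; inactive = mean lysis activity below 80%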
#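 Material: C. neoformans cells | Amount: Yeast cell density of 5 × 10^6 cells/mL | Medium: Fresh YPD growth medium | Dosing: Single dose | Times: Static 4 h at 37 °C with compound, 1 h detection | Detection: AK luminescence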
# PAX8 reporter – PAX8 transcriptional activity inhibition; RMG-I TPO-luciferase reporter, SteadyGlo, 24 h; inhibition, % at 12.6 µM; hit rate 1.2% among 360,000; AID 652154;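 active = mean replicate inhibition at least 60% with every replicate also reaching 60%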;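 note: luciferase light reporting Pax8 driven TPO promoter activity; plate controls were median of neutral control wells for no effect and mitoxantrone controls for full effect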
# PGC1a acetyl inh – lowers PGC1a acetylation signal in U2OS cells. inhibition, % at 15.6 µM. hit rate 0.17% among 350,000. AlphaScreen anti-acetyl-lysine; with virally co-expressed GCN5 acetyltransferase;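 active = every replicate shows inhibition of at least 40%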;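 note: 0% = neutral control wells and 100% = positive control wells; some results beyond the cut were filed as inactive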
# INS-1E GSIS act – GLuc luminescence reporter in INS-1E cells, primary screen for activators of glucose-dependent secretion of insulin; INS-1E GLuc reporter insulin secretion, 2-3 h; activation, % at 16.6 µM; hit rate 0.61% among 370,000;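 active = lowest replicate activation of at least 40%, so every replicate reaches that level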;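 note: 0% = median of neutral control wells and 100% = median of IBMX positive control wells; some compounds called inactive have numbers as strong as hits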
# LGR2 antag – inhibitors of bursicon-induced Drosophila LGR2 receptor cAMP signaling. hit rate 0.35% among 380,000. inhibition, % at 9.99 µM. AID 720647. HEK293 LGR2, CRE-luciferase, bursicon-stimulated, 4 h;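 active = drop in luminescence signal, shown as inhibition above about 50% in the replicate tests, limit read from the data, passing the limit was not always enough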;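 note: agonist challenge used bursicon conditioned medium at about half maximal strength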
# Active calls of the source: *; x = no result given; & = joins results of further samples.
SMILES,C2C12 statin,ARNT TACC3 PPI,PglD DTNB,Cneo AK release,PAX8 reporter,PGC1a acetyl inh,INS-1E GSIS act,LGR2 antag
O=C(NC(=S)Nc1cccc(O)c1)C12CC3CC(CC(C3)C1)C2,18,x,6,-2,-105,x,-14,-59
CC(C)C#Cc1cnc2c(c1)C(=O)N([C@@H](C)CO)C[C@@H](C)[C@H](CN(C)Cc1ccccc1F)O2,31,2,-4,9,x,-8,x,x
O=C(Nc1oc2ccccc2c(=O)c1-c1ccccc1)c1ccco1,-4,x,-1,-1,-10,9,14,-4
C=CCn1cccc(C(=O)Nc2ccc(N(C)C)cc2)c1=O,-6,10,-1,-8,-118,x,8,-40
C[C@@H](NC(=O)C[C@@H]1C[C@H]2c3cc(NC(=O)Nc4ccccc4F)ccc3O[C@H]2[C@@H](CO)O1)c1ccccc1,5,11,0,2,-1,-5,-5,10
CN1CCN(c2ccc(S(=O)(=O)N3CCCCC3)cc2NC(=O)Cc2ccccc2F)CC1,x,3,0,0,11,x,-7,8
COc1ccc(NC(=O)c2cc(C(C)C)on2)cc1OC,0,2,-7,3,x,-2,6,x
CCC(=O)N1CCCCN2[C@H](CO)[C@H](c3ccc(-c4cccnc4)cc3)[C@@H]2C1,0,-1,-8,-2,-26,0,-4,-12
COc1cc(NC(=O)c2cc3nc(-c4ccccc4)cc(-c4ccccc4)n3n2)cc(OC)c1OC,-70,-11,-2,-1,x,4,x,x
Cc1cc(C)cc(N(CCC#N)C(=O)CSc2nc3nc(C)cc(C)n3n2)c1,-5,3,-2,6,x,x,25,-31
CC(NC(=O)c1ccc(N(C)C)cc1)c1ccc(F)cc1 (stereo not drawn),4,4,1,21,-17,-15,-4,-18
COc1ccc(NC(=O)C2(C)CCN2Cc2ccccc2OC(F)F)cc1OC (stereo not drawn),-4,x,4,0,20,10,-6,2
Cc1ccc2c(c1)C(=O)C(=O)N2Cc1ccc(Br)cc1,-12,5,2,2,3,6,6,-14
Cc1noc(NS(=O)(=O)c2ccc(NC(=O)C34CC5CC(C3)CC(n3cnc(Br)n3)(C5)C4)cc2)c1C,x,-13,2,5,0,-4,x,-5
CCOC(=O)C1=CCN(S(=O)(=O)c2ccccc2C)C1c1ccccc1 (stereo not drawn),5,x,4,-1,-10,-10,-10,18
O=C1c2ccccc2C(=O)N1CSc1ncccn1,3,-3,-1,-5,x,-8,x,x
CCN(CC)C(=O)C1=C(C)N(Cc2ccccc2)C(=O)C(CC(=O)NCc2cccc3ccccc23)C1 (stereo not drawn),7,x,-4,-1,26,-2,-19,9
CO[C@@H]1CN(C)C(=O)c2cc(NC(=O)c3ccccc3F)ccc2OC[C@@H](C)N(C(C)=O)C[C@H]1C,2,12,0,49,9,14,14,14
O=C(NCC(F)(F)F)N1CCOCC1,19,-3,5,0,x,1,1,-13
COc1ccc(CN2CCc3ccc(NC(=O)CCc4ccccc4OC)cc3C2)c(O)c1,-6,4,-1,-1,43,4,-7,12
C=C(c1ccc(OCCO)cc1)c1ccc(OCCO)cc1,-2,-13,-1,-3,x,-1,x,x
O=C(c1cc2ccccc2oc1=O)N(Cc1cccs1)CC1CCCO1 (stereo not drawn),-3,x,2,-3,8,-18,-2,25
C[C@@H]1CN([C@H](C)CO)C(=O)Cc2cc(NS(=O)(=O)c3ccc(Cl)cc3)ccc2O[C@@H]1CN(C)S(C)(=O)=O,-28,-10,-2,5,-19,-10,1,30
CCCn1nnc(NC(=O)C(C)Oc2ccc(Cl)cc2Cl)n1 (stereo not drawn),-4,-3,2,2,2,-9,x,x
CCOC(=O)c1c(NC(=O)CSc2nnc(CN3CCOCC3)n2C)sc2c1CCCC2,-1,6,4,0,-8,-6,27,x
COc1cccc(COC(=O)c2ccc3c(c2)NC(=O)C(C)S3)c1OC (stereo not drawn),7,1,1,1,6,x,7,-2
C[C@H]1CN([C@@H](C)CO)S(=O)(=O)c2ccc(C#Cc3ccc(F)cc3)cc2O[C@@H]1CN(C)C(=O)CN(C)C,-21,13,7,2,x,-33,10,6
O=C(Cn1nnc(-c2ccccc2F)n1)Nc1cccc2ncccc12,-7,-49,3,-1,x,-2,x,x
CC[C@@]12C(=O)N(c3cccc(Br)c3)C(=O)N1[C@H](c1ccc(F)cc1)[C@@H]1C(=O)N(C3CCCCC3)C(=O)[C@@H]12,-2,x,5,-1,9,4,-8,10
CC1(C(=O)N(c2ccccc2)C(C(=O)NC2CCCC2)c2ccccn2)CC(=O)N=C2C=CC=CN21 (stereo not drawn),x,-3,-1,2,x,0,x,x
O=C(COC(=O)c1ccccc1NC(=O)c1ccco1)NCCC1=CCCCC1,3,-4,-8,3,x,20,x,x
NNC(=O)c1[nH]c2ccccc2c1-c1ccccc1,-44,-9,-3,-2,31,x,13,-6
CSc1nsc(SCC(=O)Nc2ccccn2)n1,-4,-1,-6,1,-67,15,x,x
COc1ccc2c3c([nH]c2c1)[C@@H](CO)N(C(=O)Cc1ccccc1)CC31CN(C(=O)Cc2ccccc2)C1,x,x,x,x,-8,1,-15,-2
CCOCCCNC(=O)c1c(C)[nH]c(C(=O)OCC)c1C,-7,6,3,-1,x,5,x,x
CCCNC(=O)C[C@H]1C[C@@H]2c3cc(NC(=O)CN(C)C)ccc3O[C@@H]2[C@@H](CO)O1,-3,-7,0,0,-4,3,3,1
C=CCNC(=S)NNC(=O)c1ccc(C)c(Cl)c1,10,1,3,1,-16,0,-5,9
COc1ccc(S(=O)(=O)N2CCOCC2)cc1NC(=O)c1ccc(-n2nc(C)cc2C)cc1,-14,6,4,-1,13,0,7,6
CC(C)NC(=O)N(C)C[C@H]1Oc2ncc(-c3cccc(C#N)c3)cc2C(=O)N([C@H](C)CO)C[C@H]1C,-8,-3,0,2,x,11,15,7
COc1ccc(NC(=O)C2CCN(C(=O)Cc3ccccc3)CC2)cc1OC,x,-19,x,x,-6,5,0,-1
O=C(Nc1ccccc1)C1=C[C@@H](c2ccc3c(c2)OCO3)C[C@@H](OCCCCO)O1,-2,7&-1,2&-4,-27&-14,-161&-87,2&-4,7,-40
CCS(=O)(=O)c1ccc(C=NNc2nc3ccccc3o2)cc1,x,-1,x,x,-252,x,-6,-63
COCC1CCCN(Cc2cn(-c3ccccc3)nc2-c2ccc3c(c2)OCO3)C1 (stereo not drawn),7,-2,-3,8,19,-4,-3,-12
O=C(Nc1cccc(Cl)c1)NC1CC2CCC1C2 (stereo not drawn),-2,-15,-1,0,-14,x,-35,-12
CO[C@H]1CN(C)C(=O)c2cc(NC(C)=O)ccc2OC[C@H](C)N(Cc2nccs2)C[C@@H]1C,7,0,4,-4,x,7,7,6
CCNC(=O)C[C@@H]1CC[C@@H]2[C@H](COC[C@@H](O)CN2C(=O)C2CC2)O1,1,-3,1,0,-7,17,2,15
CCOC(=O)c1sc(NC(=O)C2CC(=O)N(c3ccccc3OC)C2)nc1C (stereo not drawn),-9,0,2,3,0,-2,8,3
Cc1ccccc1Cn1ccc(NC(=O)c2cc3nc(-c4ccco4)cc(C(F)(F)F)n3n2)n1,x,-1,-9,-3,x,-3,66*,1
CC(=O)NCCC(=O)Nc1nc(-c2c[nH]c3ccccc23)cs1,-38,8,4,1,17,10,0,-10
Cc1ccccc1NC(=O)Nc1c(C)n(C)n(-c2ccccc2)c1=O,4,-11,0,1,19,x,9,12
# More structures.
SMILES,C2C12 statin,ARNT TACC3 PPI,PglD DTNB,Cneo AK release,PAX8 reporter,PGC1a acetyl inh,INS-1E GSIS act,LGR2 antag
O=c1[nH]c2cccnc2n1-c1ccc([N+](=O)[O-])cc1,x,2,0,-2,11,-3,25,-1
Cc1cc(=O)oc2cc(NC(=O)CN3C(=O)NC(C)(c4ccccc4)C3=O)ccc12 (stereo not drawn),-9,6,-4,4,-17,3,2,2
CC(O)/C=C/C1OC(=O)CC1Nc1ccc(C=O)cc1 (stereo not drawn),1,-12,0,0,x,12,x,-1
O=C(N[C@@H]1CC[C@H](CC(=O)N2CCOCC2)O[C@@H]1CO)c1cccc(F)c1,3,-4,-1,-5,-6,2,15,6
COc1ccc(C(=O)N[C@H](C(=O)OCC(=O)NC(=O)c2cccn2C)C(C)C)cc1,x,-3,x,x,-6,x,-3,-11
Cc1ccc(S(=O)(=O)NC(CC(=O)NCC2CCCO2)c2ccccc2)cc1 (stereo not drawn),-2,-9,-1,-1,4,-4,9,11
COc1ccc(NC(=O)CCc2nc3ccccc3c(=O)[nH]2)cc1S(=O)(=O)N1CCCCC1,-5,4,5,0,20,x,-22,-14
Cc1cccc(C(=O)N2CC(=O)Nc3ccc(F)cc3C2c2ccc(F)cc2)c1 (stereo not drawn),37,2,6,-1,12,-1,-6,7
COc1ccc(N2C(=O)c3cccc4c(N(C)CCO)ccc(c34)C2=O)cc1,-5,0,-3,-1,-19,x,-9,-3
Cc1cc(C)n(-c2ncnc3sc4c(c23)CC(C)CC4)n1 (stereo not drawn),11,-5,-6,1,x,-9,x,x
COc1ccc(NC(=O)N(C)C[C@@H]2Oc3c(cccc3N(C)C)C(=O)N([C@@H](C)CO)C[C@@H]2C)cc1,-20,1,1,3,-10,9,3,12
C[C@H](CO)N1C[C@H](C)[C@H](CN(C)Cc2ccc3c(c2)OCO3)Oc2ccc(NS(C)(=O)=O)cc2CC1=O,36,0,2,1,-16,14,13,12
CCOC(=O)N1CCN(c2ccc(F)cc2[N+](=O)[O-])CC1,x,0,-7,-1,x,4,x,x
O=C(Cn1cc(C(F)(F)F)ccc1=O)N/N=C/c1ccc(Cl)cc1,x,0,x,x,-23,x,10,0
Cc1ccc(NCc2ccccc2)cc1,x,-4,x,x,-35,x,7,-22
O=C(NCCN1CCN(c2ccccc2)CC1)Nc1ccccc1Br,-15,-6,1,-1,15,x,-24,31
Cc1noc(C)c1NC(=O)Nc1ccc2c(c1)C(=O)N([C@H](C)CO)C[C@H](C)[C@H](CN(C)C(=O)Nc1ccc(C(F)(F)F)cc1)OCCCC[C@@H](C)O2,-14,-6,-1,1,-19,-1,-6,-3
CCCC(=O)Nc1ccc2c(c1)C(=O)N(C)C[C@@H](OC)[C@@H](C)CN(C(=O)c1ccncc1)[C@@H](C)CO2,5,2,0,1,-15,18,1,-9
O=C1CS/C(=C/C(=O)c2cccc(Cl)c2)N1,x,-21,x,x,-28,x,-6,-19
CC(=O)c1cccc(NC(=O)C(C)OC(=O)C2CCC2)c1 (stereo not drawn),1,-2,0,-1,0,x,16,4
NC1=NC(=O)C(CC(=O)NCc2ccccc2)S1 (stereo not drawn),x,16,x,x,-4,x,-1,2
COc1ccc(S(=O)(=O)Nc2ccc3c(c2)C(=O)N([C@H](C)CO)C[C@H](C)[C@@H](CN(C)C(=O)Nc2c(C)noc2C)OCCCC[C@H](C)O3)cc1,8&-12,-2,-1&0,1&-2,-7&7,-14&8,10&2,6

# Shown with bars between the fields: 5 of the compounds above.
compound | C2C12 statin | ARNT TACC3 PPI | PglD DTNB | Cneo AK release | PAX8 reporter | PGC1a acetyl inh | INS-1E GSIS act | LGR2 antag
CC(=O)c1cccc(NC(=O)C(C)OC(=O)C2CCC2)c1 (stereo not drawn) | 1 | -2 | 0 | -1 | 0 | x | 16 | 4
CCOC(=O)N1CCN(c2ccc(F)cc2[N+](=O)[O-])CC1 | x | 0 | -7 | -1 | x | 4 | x | x
CC1(C(=O)N(c2ccccc2)C(C(=O)NC2CCCC2)c2ccccn2)CC(=O)N=C2C=CC=CN21 (stereo not drawn) | x | -3 | -1 | 2 | x | 0 | x | x
O=C(Nc1oc2ccccc2c(=O)c1-c1ccccc1)c1ccco1 | -4 | x | -1 | -1 | -10 | 9 | 14 | -4
CCOC(=O)c1c(NC(=O)CSc2nnc(CN3CCOCC3)n2C)sc2c1CCCC2 | -1 | 6 | 4 | 0 | -8 | -6 | 27 | x
